Bioassay records deposited in PubChem by several laboratories.
HSP90 refold inh: HSP90 refolding inhibition in rabbit reticulocyte lysate. luciferase refolding luminescence, 3 h. inhibition, % at 5.6 µM. hit rate 0.91% among 290,000. AID 1789;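 active = inhibition above the screen-wide mean plus 3 SD, computed separately per campaign, cut at about 16% in these data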;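 also: 0% = DMSO wells and 100% = 60 µM geldanamycin wells; inhibitors lower the luminescence because luciferase stays unfolded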
Dyrk1A ADPGlo: inhibitors of rat Dyrk1A kinase. ADP-Glo luminescence, NFATc1 peptide. inhibition, % at 12.5 µM. hit rate 0.43% among 310,000; in the data active = inhibition above about 50%;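 also: plate controls were vehicle with enzyme for no effect and no enzyme for full effect; many of its hits are not listed in these tables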
HSF1 inhib: HSF1 inhibition. activity change, negative = inhibition, % at 7.5 µM (by protocol). hit rate 0.77% among 300,000. NIH3T3-HGL HSE-luciferase, MG132-induced, luminescence 8 h; stronger effect = lower value;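 active = more than half of replicate wells show activity change below -50%, luminescence cut by over half; inconclusive = some wells, but at most half, below -50%; inactive = no replicate well below -50%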;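 also: luciferase reports HSF-1 transcriptional activity via heat shock element; 0% = median of DMSO wells and -100% = zero luminescence signal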
Platelet DG rel: platelet dense granule release activity | inhibition, %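 (compounds screened at 7.5 µM in platelet-rich plasma)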 | hit rate 0.22% among 300,000 | human platelet-rich plasma, SFLLRN dense granule ATP release, luminescence;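 active = mean replicate score, as percent of positive control, at or above 50; inconclusive = mean below 50 but at least one replicate at or above 50; inactive = mean and every replicate below 50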
HSF1 activator: increases HSF-1 driven luciferase reporter signal; NIH3T3-HGL HSF-1 luciferase reporter, MG132, 8 h; 100% = twice DMSO control signal; activation, % at 9 µM; hit rate 1.7% among 300,000;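 active = mean replicate activation of at least 50% with a set share of replicates each reaching 50%; inconclusive = only one of those two conditions met; inactive = mean below 50% and too few replicates reaching it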;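 also: 0% = median of the neutral control wells and 100% = twice that signal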
GSK3beta inhib: inhibitors of human GSK3beta kinase; hit rate 0.038% among 300,000; activity score (negative = inhibition), % at 10 µM; GST-GSK3beta kinase, ADP-Glo luminescence, 60 min; stronger effect = lower value; P49841;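 active = more than half of replicate wells score below -50%, meaning over 50% inhibition versus plate controls; inconclusive = some replicates but at most half score below -50%; inactive = no replicate scores below -50%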;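 also: 0% = median DMSO wells and -100% = median GW8510 positive control wells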
Target sequence (P49841 whole entry, looked up): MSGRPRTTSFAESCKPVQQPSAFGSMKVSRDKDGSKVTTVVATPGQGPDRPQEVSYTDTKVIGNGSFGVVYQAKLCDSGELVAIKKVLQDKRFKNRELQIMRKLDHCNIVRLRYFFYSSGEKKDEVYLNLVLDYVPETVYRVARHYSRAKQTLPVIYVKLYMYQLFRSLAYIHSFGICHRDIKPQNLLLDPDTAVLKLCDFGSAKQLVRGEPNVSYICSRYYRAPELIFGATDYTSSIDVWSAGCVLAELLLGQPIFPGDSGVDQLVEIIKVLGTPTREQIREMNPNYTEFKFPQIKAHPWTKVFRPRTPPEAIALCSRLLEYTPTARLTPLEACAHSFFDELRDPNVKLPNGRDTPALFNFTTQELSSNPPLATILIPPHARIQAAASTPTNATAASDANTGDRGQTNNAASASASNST
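Assay system: GST-tagged human GSK3beta kinase, cell-free; Input: 1.6 ng GSK3beta; Medium: Tris/MgCl2 kinase buffer; Timing: 60 min enzyme reaction, room temperature; Signal: ADP-Glo luminescence quantifying ADP generated by kinase; Evaluation: score relative to plate controls; Benchmarks: DMSO neutral wells and GW8510 at 20 µM as positive.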
KLF5 inhibitor: suppresses KLF5 promoter-driven expression. DLD-1 KLF5 promoter-luciferase reporter, luminescence. inhibition, % at 5 µM. hit rate 0.23% among 290,000. AID 1700;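 active = inhibition above a per-plate limit of that plate's mean compound inhibition plus 3 SD, cut at about 60% in these data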;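 also: 0% = DMSO wells and 100% = LY294002 at 200 µM; higher means less KLF5 promoter-driven luciferase light; inactives centre near -14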
IEC-6 tox: counter-screen for KLF5 inhibitors: cytotoxicity in IEC-6 cells; AID 1825; inhibition, % at 5 µM; hit rate 0.78% among 290,000; IEC-6 cytotoxicity, luminescence viability; in the data active = inhibition above about 22%;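 also: 0% = plate median of test compound wells and 100% = cytotoxic reference compound wells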
aSyn UTR inh: MLPCN primary screen, SNCA 5' untranslated region | alpha-synuclein 5'UTR reporter, inhibitor activity | inhibition, % (tested at 7.5 µM) | hit rate 0.82% among 300,000 | AID 1813; in the data active = inhibition above about 60%; inconclusive = no clear call, values can overlap the other calls;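 also: H4 neuroglioblastoma cells stably carrying SNCA 5'UTR luciferase fusion; 0% = DMSO wells and 100% = positive control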
GSK3 alpha inh: inhibitors of human GSK-3 alpha kinase; hit rate 0.1% among 320,000; ADP-Glo luminescence, 60 min; P49840; inhibition, % at 10 µM;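 in the data active = inhibition above about 50%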;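 also: GST-tagged GSK-3 alpha with peptide substrate and 25 µM ATP; 0% = DMSO neutral wells and 100% = GW8510 positive control wells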
Target sequence (P49840 whole entry, looked up): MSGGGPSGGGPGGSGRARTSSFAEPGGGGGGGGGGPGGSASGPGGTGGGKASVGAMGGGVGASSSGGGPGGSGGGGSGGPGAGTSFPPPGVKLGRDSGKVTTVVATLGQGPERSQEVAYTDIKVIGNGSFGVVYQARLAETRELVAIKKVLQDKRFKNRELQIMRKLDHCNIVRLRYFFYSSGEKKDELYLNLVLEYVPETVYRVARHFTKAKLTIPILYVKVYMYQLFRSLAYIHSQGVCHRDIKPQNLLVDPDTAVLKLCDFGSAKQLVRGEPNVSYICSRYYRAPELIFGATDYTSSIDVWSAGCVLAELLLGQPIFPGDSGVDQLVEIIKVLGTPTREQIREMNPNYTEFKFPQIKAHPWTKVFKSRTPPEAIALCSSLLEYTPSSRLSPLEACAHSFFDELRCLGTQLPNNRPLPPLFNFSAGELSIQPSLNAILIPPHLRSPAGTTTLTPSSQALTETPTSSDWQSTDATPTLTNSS
Active calls of the source: *; ? = inconclusive; nt = no result given. Some of the compounds tested. The share of hits here may be higher or lower than overall.

SMILES	HSP90 refold inh	Dyrk1A ADPGlo	HSF1 inhib	Platelet DG rel	HSF1 activator	GSK3beta inhib	KLF5 inhibitor	IEC-6 tox	aSyn UTR inh	GSK3 alpha inh
NS(=O)(=O)c1ccc(Cc2ncc(C(F)(F)F)cc2Cl)s1	-3	2	5	0	16	-2	-10	3	-18	-1
CC(C)=Cc1oc2ccc([N+](=O)[O-])cc2c1N1CCOCC1	1	nt	6	12	-7	-3	-11	-4	4	9
COC(=O)c1cn(NC(=O)c2ccc([N+](=O)[O-])c(C)c2)c(=O)c2ccccc12	-7	nt	-4	9	16	-1	-19	0	-2	-2
COc1ccc(/C=N/N=C2/NC(=O)C(CC(=O)O)S2)cc1OS(=O)(=O)c1ccccc1 (stereo not drawn)	0	1	8	-9	-14	1	13	4	3	-5
COc1ccc2oc(=O)c(-c3nc4ccccc4o3)cc2c1	2	6	3	-2	1	0	-48	2	-184	-5
O=C(c1ccccc1)N1CCN(Cc2cccc(Oc3ccccc3)c2)CC1	6	2	2	7	31	1	-32	-9	11	-1
CN(CC(=O)N1CCc2ccccc21)S(=O)(=O)c1cccc2cccnc12	1	-13	-5	2	-4	-1	2	4	-27	-3
CCOC(=O)c1c(N)sn(-c2ccccc2C)c1=S	3	13	0	-10	-1	2	-12	5	16	-2
COc1cc(OC)cc(C(=O)NNC(=O)c2nn(C)c(=O)c3ccccc23)c1	nt	-4	-3	nt	-3	nt	nt	nt	nt	-1
Cc1cc(F)ccc1S(=O)(=O)N1CCCOC1CNC(=O)C(=O)NCc1ccncc1 (stereo not drawn)	2	-7	-4	-12	-3	-4	-19	-3	-8	1
CC(=O)NC(Cc1ccccc1)C(=O)N1CCN(C(=O)c2ccco2)CC1 (stereo not drawn)	-4	6	-2	15	-6	-1	-6	-5	-16	nt
Cc1cc(NC(=O)CCC(=O)N(c2ccccc2F)C(C(=O)NC2CCCC2)c2ccccc2)no1 (stereo not drawn)	4	-9	9	-26	27	1	2	0	6	7
COc1ccc(C2CC(=O)N3CN(c4ccccc4F)CSC3=C2C#N)cc1OC (stereo not drawn)	0	-7	-4	-1	-1	-1	-17	-9	-21	18
CCn1c(SCCN2CCOCC2)nc2c1c(=O)n(C)c(=O)n2C	-1	12	-6	0	-20	-2	-25	-4	14	2
COC(=O)CN(c1ccc(OC)cc1)S(=O)(=O)c1ccc(OC)c(OC)c1	2	-8	-2	-5	-5	7	0	-2	-10	-4
CC(=O)Nc1ccc(SCc2c(C)noc2C)cc1	2	3	1	17	31	3	-8	-3	-10	0
Cc1cc(Cl)ccc1NC(=S)NCCCN1CCCC1=O	-4	0	0	-6	5	0	-14	-4	-12	0
CCOc1cccc(CNn2cnnc2)c1OCc1ccccc1	-2	1	-9	-3	12	-2	-15	5	-27	2
CCCCC(CC)C1OCC(C[N+]2(C)CCOCC2)O1 (stereo not drawn)	0	-5	-18	-24	-18	0	-14	2	-27	-1
CCOC(=O)c1cnc(-c2ccccc2)nc1Oc1ccccc1	-5	4	-5	-2	7	0	-9	-8	-1	-1
Cc1c(CCOC(=O)CC23CC4CC(CC(C4)C2)C3)sc[n+]1Cc1ccccc1	3	-1	-8	0	15	-3	-37	0	8	3
N#CCc1nc2ccccc2c(=O)[nH]1	-1	5	38	-1	65*	-3	-11	2	17	1
CCN1CCC2(CC1)N=C(c1ccc(F)cc1)C(=S)N2C(=O)c1ccc(C)cc1	1	0	1	12	-7	3	-4	4	42	-1
Cc1cc(C)n2nc(SCC(=O)N(C(C)C)C(C)C)nc2n1	-3	-1	-9	-1	5	2	-15	3	-13	-1
COc1ccc2c(c1)C(SCC(=O)NCCc1ccc(Cl)cc1)CC(C)(C)O2 (stereo not drawn)	3	21	5	-4	11	1	8	-9	-12	nt

Four compounds drawn at random from those above, as already listed:
SMILES	HSP90 refold inh	Dyrk1A ADPGlo	HSF1 inhib	Platelet DG rel	HSF1 activator	GSK3beta inhib	KLF5 inhibitor	IEC-6 tox	aSyn UTR inh	GSK3 alpha inh
CCCCC(CC)C1OCC(C[N+]2(C)CCOCC2)O1 (stereo not drawn)	0	-5	-18	-24	-18	0	-14	2	-27	-1
Cc1cc(C)n2nc(SCC(=O)N(C(C)C)C(C)C)nc2n1	-3	-1	-9	-1	5	2	-15	3	-13	-1
CCn1c(SCCN2CCOCC2)nc2c1c(=O)n(C)c(=O)n2C	-1	12	-6	0	-20	-2	-25	-4	14	2
N#CCc1nc2ccccc2c(=O)[nH]1	-1	5	38	-1	65*	-3	-11	2	17	1

Entries from the list above that contain a furan ring, fused or not (2):
SMILES	HSP90 refold inh	Dyrk1A ADPGlo	HSF1 inhib	Platelet DG rel	HSF1 activator	GSK3beta inhib	KLF5 inhibitor	IEC-6 tox	aSyn UTR inh	GSK3 alpha inh
CC(C)=Cc1oc2ccc([N+](=O)[O-])cc2c1N1CCOCC1	1	nt	6	12	-7	-3	-11	-4	4	9
CC(=O)NC(Cc1ccccc1)C(=O)N1CCN(C(=O)c2ccco2)CC1 (stereo not drawn)	-4	6	-2	15	-6	-1	-6	-5	-16	nt

More structures follow:
SMILES	HSP90 refold inh	Dyrk1A ADPGlo	HSF1 inhib	Platelet DG rel	HSF1 activator	GSK3beta inhib	KLF5 inhibitor	IEC-6 tox	aSyn UTR inh	GSK3 alpha inh
O=C(COc1ccccc1)N1CCN(C(=O)c2cccs2)CC1	5	-1	-1	1	-3	0	9	4	6	-1
O=c1c2ccccc2nc2c3ccccc3c(Cl)nn12	-2	nt	-5	7	15	1	-10	-7	6	nt
CCc1cc(C(=O)N2CCCC(C(=O)c3cccc4ccccc34)C2)n(C)n1 (stereo not drawn)	-3	5	3	-2	12	0	-13	1	27	-4
O=c1c2c([N+](=O)[O-])cc([N+](=O)[O-])cc2sn1Cc1ccccc1	-3	-3	-21	7	-30	-3	-2	7	12	-2
COc1ccc(C(=O)On2c(-c3ccc(Br)cc3)nc3ccccc3c2=O)cc1	1	0	-10	7	-19	0	-9	0	-24	-3
Cc1cc(OCC(=O)N2CCc3ccccc3C2)c(C)cc1Br	-4	3	14	4	20	3	-33	6	-13	-1
CC(C)NC(=O)c1ccccc1NC(=O)Cc1ccc(Br)cc1	0	nt	18	3	10	-1	-12	-8	0	-5
Cc1cc(NC(=O)C(C)SCC(=O)N(C)CC(=O)Nc2ccc(Br)cc2C)no1 (stereo not drawn)	1	1	10	10	-1	-1	0	8	-3	-1
CCCN(CCC)C1=N/C(=C\c2ccco2)C(=O)N1c1ccccc1	2	-1	4	-1	2	0	-29	-5	27	-3
CC1(c2ccccc2)NC(=O)N(CC(=O)Nc2ccccc2C(=O)NC2CC2)C1=O (stereo not drawn)	-1	-3	-7	5	-14	-4	-8	-2	2	-3
NC(=O)COC(=O)c1cccc(S(=O)(=O)N2CCN(c3ccc(F)cc3)CC2)c1	0	0	-3	-2	-10	2	9	3	-17	1
COc1cccc(-c2nnc(NC(=O)c3ccco3)s2)c1	5	0	14	2	28	0	-87	12	-97	nt
CCCCSc1nnc(-c2cc3c(C(F)(F)F)nn(C)c3s2)n1C	-2	9	-1	-1	7	4	-8	-2	14	2
CCc1cc2c(=O)c(-c3nc4ccccc4n3C)coc2c(CN2CCCCC2)c1O	-4	-6	-3	0	5	2	-7	-9	-2	nt
CC(NS(=O)(=O)c1ccccc1)C(c1cccs1)N1CCN(c2ccccc2)CC1 (stereo not drawn)	3	-5	4	7	-1	1	6	-2	-24	-1
Cc1cc(C)c2c(CN3CCN(Cc4ccccc4)CC3)cc(=O)oc2c1	3	1	-3	-6	-24	-1	-20	0	7	-4
Cc1ccccc1CNC(=O)C(=O)NCC1CCCN1S(=O)(=O)c1cccs1 (stereo not drawn)	nt	10	3	-6	20	0	nt	nt	17	nt
Cc1ccc(/C=C/C(=O)Nc2ccc(Oc3ccccc3)cc2)o1	-4	-1	38	7	?	-21	-45	-3	-41	1
CC1=CCC2C(=O)N(c3ccc(C(=O)Nc4ccccc4Cl)cc3)C(=O)C2C1 (stereo not drawn)	-1	nt	6	-3	-6	-2	-12	5	-1	-1
COc1ccc(OC)c(-c2cc(C(F)(F)F)c3c(n2)sc2c(O)cc(=O)[nH]c23)c1	4	0	1	3	-18	1	-10	-2	23	-3
O=C(OCc1nnc(-c2ccccc2)o1)c1ccc2ccccc2n1	-2	10	11	-7	8	-1	-18	2	-15	-4
O=C1COc2ccc(C(=O)CSc3ccccc3C(=O)O)cc2N1	0	-1	2	-1	8	-2	0	1	-2	0
CCN(CC)S(=O)(=O)c1cccc(NC(=O)CSc2nc3ccccc3[nH]2)c1	3	-3	2	-1	-9	1	3	2	-8	-3
Cc1cccc(C)c1NC(=O)COC(=O)c1ccccc1Nc1ccccc1	-3	-2	-17	-43	-13	1	-11	-5	24	0
CC(Oc1ccccc1)C(=O)N=C1SC2CS(=O)(=O)CC2N1c1cccc(F)c1 (stereo not drawn)	2	nt	0	0	-12	-14	-4	2	22	-1
CSc1ccc(/C=N/NC(=O)c2cccc(O)c2)cc1	6	5	21	72*	39	6	-126	2	-167	2
COCc1cc(C2C(C(=O)c3ccco3)=C(O)C(=O)N2CCOCCO)ccc1O (stereo not drawn)	3	4	-6	-4	-3	1	3	2	18	1
CC(=O)C(N=Nc1ccccc1)(Sc1nnc(-c2ccccc2)n1-c1ccccc1)C(=O)Nc1ccccc1 (stereo not drawn)	10	nt	0	3	2	-3	-11	-1	19	-5
